Screens: PubChem, several laboratories
PP1 inh = PP1-alpha phosphatase inhibitors, primary screen, counter-screen for PP5 inhibitor project, biochemical, fluorescence, OMFP substrate, single point; AID 2235, 2010; Serine/threonine-protein phosphatase PP1-alpha catalytic subunit (Homo sapiens), P62136; 0.9% of 320,000 active; purified PP1alpha; inhibition, % at 6.7 µM;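 active = inhibition above the mean inhibition of all tested compounds plus 3 SD, computed separately for each screening campaign, cut at about 15% in these data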
Target sequence (P62136 whole entry, looked up): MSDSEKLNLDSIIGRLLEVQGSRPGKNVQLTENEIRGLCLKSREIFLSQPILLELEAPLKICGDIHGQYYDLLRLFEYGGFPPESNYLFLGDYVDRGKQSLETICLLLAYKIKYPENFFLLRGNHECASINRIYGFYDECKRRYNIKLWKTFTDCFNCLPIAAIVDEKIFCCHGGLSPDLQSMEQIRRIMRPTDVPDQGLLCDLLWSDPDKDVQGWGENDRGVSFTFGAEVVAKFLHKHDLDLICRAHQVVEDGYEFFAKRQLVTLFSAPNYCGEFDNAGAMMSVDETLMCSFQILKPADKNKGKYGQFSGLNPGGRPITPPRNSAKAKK
JMJD2C inh = inhibitors of GASC-1 histone demethylase, primary screen, biochemical, fluorescence, DELFIA europium; GST-JMJD2C(1-420) H3K9me3 demethylation; inhibition, % at 2.35 µM; Lysine-specific demethylase 4C (Homo sapiens), Q9H3R0; 0.069% of 330,000 active;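 active = more than half of a compound's replicate wells show inhibition beyond 50%, single wells judged on their own value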;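 note: signal counts dimethyl H3K9 product captured on neutravidin plate; 0% = median of DMSO wells and 100% = 0.3 times that DMSO median; strong numbers were not always called active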
proCasp7 act = procaspase-7 activators, primary screen, counter-screen for procaspase-3 activator project, biochemical, absorbance, HTS, human. Caspase-7 (Homo sapiens), P55210. recombinant procaspase-7, Ac-DEVD-pNA absorbance 405 nm; D23A/D198A/D206A triple mutant, cannot self-cleave; scale: DMSO 0, 5 µM enzyme 100. activation, % at 8.5 µM. 0.093% of 330,000 active;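 active = percent activation above the screen-wide mean plus 3 SD, cut at about 25% in these data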
Target sequence (P55210 whole entry D23A/D198A/D206A): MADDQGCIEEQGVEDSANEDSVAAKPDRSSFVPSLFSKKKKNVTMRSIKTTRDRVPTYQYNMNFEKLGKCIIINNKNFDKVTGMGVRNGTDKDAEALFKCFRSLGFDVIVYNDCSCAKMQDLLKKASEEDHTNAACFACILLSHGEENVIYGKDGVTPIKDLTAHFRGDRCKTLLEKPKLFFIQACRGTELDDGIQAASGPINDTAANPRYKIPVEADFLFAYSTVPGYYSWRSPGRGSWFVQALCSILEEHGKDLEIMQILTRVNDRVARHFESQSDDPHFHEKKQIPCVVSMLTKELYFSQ
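Assay system: Uncleavable procaspase-7 mutant enzyme / Input: 2 µM procaspase-7 mutant as dispensed / Dosing: single nominal 8.5 µM compound dose, 0.8% DMSO final / Timing: 1 h enzyme–compound preincubation and 2 h substrate reaction, both 25 °C / Detection: p-Nitroaniline absorbance at 405 nm, read at 0 and 120 min / Replication: singlicate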
core dimer inh = inhibitors of HCV core protein dimerization, primary screen, biochemical, TR-FRET, high-throughput; AID 1899, 2009; 0.33% of 300,000 active; TR-FRET GST/Flag-core106 dimerization, 1536-well; inhibition, % at 5 µM;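 active = inhibition above the mean of all tested compounds plus 3 SD, set per screening campaign, cut at about 45% in these data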
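assay system = GST-tagged and Flag-tagged HCV core protein residues 1-106 | controls = unlabelled core106 and no-GST-core106 wells | incubation = compound-protein-antibody incubation 4 h at 22.5 °C | probe or stimulus = Eu donor and XL665 acceptor anti-tag antibodies | read-out = % inhibition based on acceptor/donor emission ratio | signal = TR-FRET 671 and 617 nm emission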
Efflux pump inh = inhibitors of Candida efflux pumps in yeast, primary screen, S. cerevisiae, Nile Red, multiplex. 0.44% of 330,000 active. inhibition, % at 10 µM. AID 485275, 2010. S. cerevisiae Candida pump triplex;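 active = plate passing quality check with inhibition over a set limit, or well fluorescence over plate mean plus 4 SD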;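 note: Nile Red retained in pooled yeast measured as flow cytometry median fluorescence; 0% = buffer negative control and 100% = Enniatin B positive control; higher means more Nile Red kept so more efflux inhibition; some compounds called inactive have numbers as strong as hits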
Fh CTSL1 inh = Fasciola hepatica cathepsin L1 inhibitors, primary screen, counter-screen for PFM18AAP inhibitor project, biochemical, QFRET, fluorogenic peptide substrate | recombinant F. hepatica cathepsin L1, Z-Leu-Arg-MCA fluorescence | inhibition, % at 5.96 µM | 0.49% of 300,000 active;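 active = inhibition above the mean of all tested compounds plus 3 SD, set per screening campaign, cut at about 17% in these data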;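 note: 0% = plate median of test compound wells and 100% = 1 µM Z-Phe-Ala-diazomethylketone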
procasp3 activ = activators of human procaspase-3 D3A mutant, primary screen, biochemical, absorbance, PC-3 D3A mutant, single concentration; recombinant procaspase-3 D3A, Ac-DEVD-pNA absorbance 405 nm; 0.11% of 330,000 active; Caspase-3 (Homo sapiens), P42574; activation, % at 8.5 µM; AID 463141, 2010;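 active = activation above the mean of all tested compounds plus 3 SD, cut at about 21% in these data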;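 note: 0% = DMSO alone and 100% = DMSO wells spiked with extra 5 µM PC-3 D3A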
Target sequence (P42574 whole entry D9A/D28A/D175A): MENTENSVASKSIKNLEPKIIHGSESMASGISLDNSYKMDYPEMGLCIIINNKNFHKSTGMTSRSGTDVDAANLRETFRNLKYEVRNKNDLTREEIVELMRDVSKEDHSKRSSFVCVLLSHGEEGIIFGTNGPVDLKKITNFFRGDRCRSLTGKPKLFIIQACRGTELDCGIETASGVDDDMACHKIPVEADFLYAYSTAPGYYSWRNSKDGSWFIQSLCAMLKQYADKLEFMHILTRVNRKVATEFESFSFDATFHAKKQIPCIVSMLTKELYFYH
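assay system = Procaspase-3 D3A mutant | signal = absorbance at 405 nm, 0 and 120 min | times = 1 h preincubation plus 2 h reaction at 25 °C | repeats = single replicate | read-out = % activation between DMSO and enzyme-spiked controls | medium = Zinc-free HEPES saline buffer with Triton X-100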
TPT1 inhibitor = Candida albicans TPT1 enzyme inhibitors, primary screen, biochemical, fluorescence polarization; recombinant caTPT1, FP RNA substrate dephosphorylation; 0.81% of 300,000 active; inhibition, % at 5 µM; AID 1962, 2009;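 active = inhibition above the mean of all tested compounds plus 3 SD, set per screening campaign, cut at about 24% in these data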;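 note: plate controls were DMSO alone for no effect and ferristatin control at 100 nM for full effect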
PP5 inh = PP5 phosphatase inhibitors, primary screen, biochemical, fluorescence. 0.18% of 320,000 active. AID 1987, 2009. Serine/threonine-protein phosphatase 5 (Homo sapiens), P53041. inhibition, % at 6.7 µM. purified PP5c, OMFP substrate fluorescence;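 active = inhibition above the campaign's mean inhibition across all tested compounds plus 3 SD, cut at about 9.5% in these data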;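 note: 0% = DMSO only and 100% = 100 µM cantharidin control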
Active calls of the source: *; i = inactive; x = no result given; & = joins results of further samples.

entry	Structure	proCasp7 act	PP1 inh	Efflux pump inh	TPT1 inhibitor	Fh CTSL1 inh	procasp3 activ	PP5 inh	JMJD2C inh	core dimer inh
1	COc1ccc(NC(=O)Nc2ccc3c(c2)C(=O)N([C@H](C)CO)C[C@H](C)[C@@H](CN(C)S(=O)(=O)c2ccc(OC)cc2)O3)cc1	10	x	0.6	x	x	5	x	29	x
2	CCCCOC(=O)C1[C@H]2C(=O)N(c3ccccc3CC)C[C@]23C=C[C@H]1O3 (stereo not given in full)	-3	-3	0.0	-1	14	4	0.5	0	6
3	CC(Sc1ncnc2ccccc12)C(=O)Nc1ccc2c(c1)OCCO2 (stereo not given)	5	-2	1.6	0	0	2	4.3	9	-3
4	CC(C)(C)c1ccc(CN(Cc2ccccc2)C(c2ccccn2)c2nnnn2C(C)(C)C)cc1 (stereo not given)	5	-1	0.1	-2	2	8	2.1	-4	11
5	CCOc1ccc(CN(C)c2ccc(S(=O)(=O)N3CCN(C)CC3)cc2[N+](=O)[O-])cc1OC	-4	-5	0.5	x	x	-4	2.6	-5	x
6	COc1cc(C)nc(NC(=O)NC(=O)c2ccc(C(F)(F)F)cc2)n1	7	2	-0.1	1	2	6	1.0	15	3
7	CCOC(=O)CC(C#N)c1c[nH]c2ccccc12 (stereo not given)	3	-1	0.1	3	-2	-2	4.5	14	0
8	Cc1cc(C(=O)OC(C(=O)Nc2cccc(C(F)(F)F)c2)c2ccccc2)c(C)o1 (stereo not given)	1	3	0.2	1	-2	6	6.7	-7	1
9	CN(C)c1cccc(C(=O)OCc2cc(=O)oc3cc(O)ccc23)c1	17	1	-0.2	1	4	2	-1.0	-12	20
10	O=[N+]([O-])c1ccc2nc(-c3ccccc3[N+](=O)[O-])[nH]c2c1	-7	6	0.4	8	2	-2	4.2	-8	-9
11	C=CCc1c(C)nc(C)nc1N/N=C/c1ccc([N+](=O)[O-])cc1	-2	-1	0.1	-4	3	-6	4.2	1	-6
12	Cc1noc(NS(=O)(=O)c2ccc(NC(=O)Nc3ccc(Cl)c(Cl)c3)cc2)c1C	-5	18*	0.0	2	-4	-12	6.0	3	21
13	Cc1cc(=O)nc2c3ccccc3n(CC(=O)NCCCN3CCCC3=O)n12	-3	-1	0.2	0	3	-4	-1.1	5	-10
14	COc1ccc(CN(C)Cc2nc3scc(-c4ccccc4)c3c(=O)[nH]2)cc1OC	-4	1	-0.1	-1	-27	-1	3.5	-32	15
15	Cc1cccc2c1ncc1c(=O)n(-c3ccccc3)[nH]c12	-14	2	0.4	2	6	10	3.2	8	1
16	COc1ccc(CCNC(=O)CSc2nc(-c3ccco3)cc(C(F)(F)F)n2)cc1OC	6	3	-0.1	1	1	-5	2.5	-4&-1	1
17	CC[C@@]1(C(=O)OC)N[C@H](CN(C)C(=O)C2CCCCC2)[C@@H]2C(=O)N(C)C(=O)[C@@H]21	2	x	-0.1	x	x	7	x	7	x
18	Cn1nccc1NC(=O)Nc1cccc(Cl)c1Cl	-5	1	0.1	-1	0	-11	3.1	5	-2
19	CCOc1ccc(N2C(=O)CC(Sc3nccc(C)n3)C2=O)cc1 (stereo not given)	-17	-3	0.0	-8	-2	-12	0.6	x	4
20	Nc1nc(SCc2ccc3c(c2)OCCO3)n[nH]1	-1	0	0.0	-1	-3	4	-2.7	11	-3
21	CC(SCCc1ccccn1)C(=O)O (stereo not given)	-3	-4	0.0	0	-5	3	-0.9	-1	-1
22	COc1ccc(C)cc1N(C(=O)Cn1nnc(-c2ccc(C)o2)n1)C(C(=O)NC1CCCC1)c1ccncc1 (stereo not given)	-10	-4	0.0	1	-5	-3	1.4	2	14
23	O=C(NCCCn1ccnc1)c1ccc(Cl)c(Cl)c1	-5	-4	0.0	-1	-1	8	0.3	6	-5
24	Cc1ccc(C(=O)Nc2nncs2)cc1S(=O)(=O)N1CCOCC1	10	-5	0.0	0	-3	6	0.4	12	-3
25	CCn1cc(CN2CCCC(C(=O)c3ccc(-c4ccccc4)c(F)c3)C2)cn1 (stereo not given)	-12	-3	0.1	-1	-11	2	0.5	0	0
26	Cc1ccccc1-n1nnnc1SCC(=O)NNC(=O)c1ccc(NC(=O)CC#N)cc1	-14	-1	0.0	x	x	6	1.8	0	x
27	CCCCc1nnc(NC(=O)c2oc3ccc(OC)cc3c2C)s1	-2	-2	-0.1	2	4	-3	1.6	0	-3
28	O=C(CCC(=O)N1CCN(c2ccc(F)cc2)CC1)c1ccc(F)cc1	5	0	0.1	-2	-4	4	1.1	1	3
29	O=C(Cn1cc(S(=O)(=O)N2CCCC2)c(S(=O)(=O)N2CCCC2)c1)NCc1ccco1	-6	0	0.0	-2	-5	-2	2.4	-17	-6
30	CCN(Cc1ccccc1)C(=O)c1ccc2c(=O)n3c(nc2c1)CCC3	8	-5	0.0	0	3	-3	0.6	-2	2
31	CC1Oc2cc3oc4c(O)c5c(cc4c(=O)c3c(O)c2C1(C)C)C=CC(C)(C)O5 (stereo not given)	4	-1	-0.3	-2	-2	4	3.8	-4	1
32	CC(C)CN(CC(C)C)S(=O)(=O)N1CCC(C(=O)NCCc2ccc(Cl)cc2)CC1	-3	2	0.2	1	3	1	6.1	i	2
33	CCOC(=O)c1sc2nc(C)nc(Nc3ccc(OC)c(OC)c3)c2c1C	10	1	0.0	-2	-1	-11	2.6	-16	-1
34	CC(C)(C)NC(=O)C(=O)NNC(=O)c1cccc(F)c1	3	-1	0.0	1	2	-5	1.3	18	0
35	Cc1cc(Oc2ccc(Cl)cc2)nc(-c2ccccn2)n1	-11	5	0.0	-1	-2	-3	2.6	6	2
36	COc1ccc(/C=N/NC(N)=S)cc1OC(=O)c1ccccc1	-3	3	-0.2	-6	0	3	1.4	-3	4
37	CCN(C(=O)COc1cc(OC)ccc1C(C)=O)C1CCS(=O)(=O)C1 (stereo not given)	4	0	0.0	x	x	-1	-0.8	-1	x
38	COc1ccc(-c2csc(NC(=S)NC(=O)c3ccccc3)n2)cc1Br	5	-6	0.0	5	-2	-8	-0.3	17	8
39	Cc1cc(=O)oc2cc(OC(C)C(=O)NCCCn3ccnc3)ccc12 (stereo not given)	0	-4	0.2	-3	-2	3	0.3	7	9
40	CCCC(=O)c1ccc(N2CCN(S(=O)(=O)c3ccc(C)cc3)CC2)c(F)c1	-6	-11	0.1	1	-1	2	-0.4	-2	3
41	C/C(=N\NC(=O)c1cccc(S(=O)(=O)N2CCCC2)c1)c1cccs1	4	2	0.0	-3	3	13	-1.8	-4	-2
42	Cn1cnc([N+](=O)[O-])c1Sc1ncccc1N	7	0	0.0	-2	-1	0	0.3	6	-2
43	O=C(NCc1ccccc1OC(F)(F)F)C1CCC(=O)N(Cc2cccc(F)c2)C1 (stereo not given)	9	-2	0.1	2	1	-12	3.9	9	0
44	Cc1ccc(CNC(=O)CN2CCC(C(N)=O)CC2)cc1	6	-2	0.1	-4	-2	-2	0.5	10	-6
45	CCN1C(=O)N(C(C)=O)C2C1N(C(C)=O)C(=O)N2C(C)=O (stereo not given)	6	-2	-0.1	1	-1	2	-1.6	-28	0
46	O=S(=O)(c1ccccc1)N1CCN(C(=S)NCCCN2CCOCC2)CC1	-17	-2	-0.1	-2	1	0	0.2	4	0
47	CCCN(C(=O)CSc1ncnc2sccc12)c1c(N)n(Cc2ccccc2)c(=O)[nH]c1=O	5	3	-0.1	x	x	2	1.7	10	x
48	CCCCCN(C(=O)CCC(=O)OCC(=O)N(C)C1CCCCC1)c1c(N)n(CCCC)c(=O)[nH]c1=O	-2	-5	0.0	1	4	-3	-1.9	4	0
49	Cc1ccc(NC(=O)CSCC(=O)NC2=NCCS2)cc1	-11	-3	-0.1	x	x	0	3.3	-3	x
50	CC(=O)c1c(C)[nH]c(C(=O)CN2CCN(S(=O)(=O)c3ccccc3F)CC2)c1C	6	x	0.0	x	x	-2	x	-11	x

Additional records
entry	Structure	proCasp7 act	PP1 inh	Efflux pump inh	TPT1 inhibitor	Fh CTSL1 inh	procasp3 activ	PP5 inh	JMJD2C inh	core dimer inh
51	COC(=O)c1ccc2c(=O)n3c(nc2c1)SCC(c1ccccc1)=N3	0	1	0.1	1	3	1	1.4	7	-4
52	CCN(CC)CCCn1c2c(c(SCC(=O)Nc3ccc(C)c(F)c3)nc1=O)CCC2	-3	2	0.0	2	0	-1	-2.8	0	-2
53	O=C(CN1CCN(S(=O)(=O)c2cc(Cl)ccc2Cl)CC1)c1ccc(O)c(O)c1	2	-1	0.1	-3	1	-3	3.4	-21	-8
54	NC(=O)CC(NC(=O)Cc1cccc2ccccc12)c1ccc(NCCCN2CCCC2=O)c([N+](=O)[O-])c1 (stereo not given)	-12	0	-0.1	-6	1	-2	1.4	7	-18
55	COc1ccc(OC)c(N(CC(=O)Nc2ccccc2C(=O)NCc2ccco2)S(C)(=O)=O)c1	-4	-1	-0.2	0	5	1	2.0	-2	1
56	COC(=O)c1ccc(NC(=O)CSc2nc(=O)cc(N)n2-c2ccccc2)cc1	-4	1	0.0	-2	6	-4	-1.6	-17	-8
57	COCCNC(=O)C1CCN(S(=O)(=O)c2ccc3c(c2)OCCO3)CC1	-2	-4	0.0	1	4	1	0.9	9	1
58	O=c1cc(Nc2ccc3c(c2)OCCO3)[nH]c(=O)n1-c1ccc(Cl)cc1	0	-3	0.0	-4	0	2	-1.4	8	6
59	Nc1ccc(C(=O)OCC(=O)NC(=O)c2ccccc2)cc1[N+](=O)[O-]	-3	-4	0.0	0	-7	-25	-0.9	-5	-4
60	O=C(O)CCC(=O)NNC(=O)CCC1CCCCC1	6	-1	0.1	-3	5	6	1.8	3	-2
61	CC(C)N(Cc1cc2ccccc2[nH]c1=O)C(=O)c1cccc([N+](=O)[O-])c1	3	-3	0.2	-1	0	2	-0.5	-4	1
62	CCc1ccc(-c2nc(CS(=O)CC(=O)NC3CC3)c(C)o2)cc1 (stereo not given)	11	-3	0.0	0	-4	-6	-0.5	-14	13
